m5-HT2A agonist = activates the mouse 5-HT2A serotonin receptor. P35363. CHO-K1 mHTR2A beta-arrestin complementation, luminescence; percent of 30 µM serotonin response. activation, % at 7.6 µM. hit rate 0.66% among 360,000;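 active means activation above a run cutoff, the mean activation of all tested compounds plus 3 SD, cut at about 14% in these data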;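 further: 0% = plate median of compound wells and 100% = 30 µM serotonin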
Target sequence (P35363 whole entry, looked up): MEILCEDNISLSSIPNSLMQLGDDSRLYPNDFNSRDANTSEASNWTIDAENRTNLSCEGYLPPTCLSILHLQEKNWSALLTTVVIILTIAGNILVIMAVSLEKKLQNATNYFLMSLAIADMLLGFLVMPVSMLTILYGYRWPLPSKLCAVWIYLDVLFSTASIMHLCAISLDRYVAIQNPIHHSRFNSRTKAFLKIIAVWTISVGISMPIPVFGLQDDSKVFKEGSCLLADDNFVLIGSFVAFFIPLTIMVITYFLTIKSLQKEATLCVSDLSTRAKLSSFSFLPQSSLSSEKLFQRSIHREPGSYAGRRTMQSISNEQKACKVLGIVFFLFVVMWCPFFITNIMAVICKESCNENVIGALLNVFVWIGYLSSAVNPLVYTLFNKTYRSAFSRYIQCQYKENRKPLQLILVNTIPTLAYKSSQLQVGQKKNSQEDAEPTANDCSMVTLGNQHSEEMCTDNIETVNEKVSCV
HIF-2a block = blocks HIF-2a reporter activity. hit rate 0.72% among 360,000. inhibition, % at 18.8 µM. AID 624352. 786-0 RCC cells HIF-2a reporter, luciferase luminescence, overnight;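 active means inhibition of the luminescence signal of 40% or more relative to plate controls, in a single-dose primary screen at 18.75 µM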
Cardio protect = myocardial damage modulation in H9c2 cells | H9c2 cardiomyocytes, H2O2 injury protection, ATPLite, 2 h | protection from H2O2 cell death, % at 20 µM | hit rate 0.63% among 360,000 | AID 588492;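 active means compounds giving at least 50% protection of heart cells from peroxide-induced death in the single-dose screen, raw or plate-pattern-corrected value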;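 further: 0% = DMSO wells with peroxide and 100% = DMSO wells without peroxide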
MITF TRPM1 inh = inhibitors of MITF-driven TRPM1 promoter in melanoma cells; SK-MEL-5 TRPM1 promoter luciferase, 24 h; inhibition, % at 12.5 µM; hit rate 0.83% among 330,000; AID 488899;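 active means mean inhibition across replicates of 60% or more, whatever share of single replicates reaches that level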; further: values of inactives mirror those of a sister screen read the other way
NR2E3 ag-1 = agonists of human NR2E3 nuclear receptor. Q9Y5X4. CHO-S Gal4-NCOR/VP16-NR2E3 two-hybrid, luciferase. inhibition of corepressor binding, % at 3.98 µM. hit rate 0.35% among 360,000. AID 602229;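 active means inhibition above the mean of all tested compounds plus 3 SD, cut at about 70% in these data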;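 further: 0% = DMSO with NR2E3 transfected cells and 100% = cells lacking NR2E3 construct; higher means lower luciferase signal from less NR2E3 corepressor binding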
Target sequence (Q9Y5X4 whole entry, looked up, the tested form may be a part): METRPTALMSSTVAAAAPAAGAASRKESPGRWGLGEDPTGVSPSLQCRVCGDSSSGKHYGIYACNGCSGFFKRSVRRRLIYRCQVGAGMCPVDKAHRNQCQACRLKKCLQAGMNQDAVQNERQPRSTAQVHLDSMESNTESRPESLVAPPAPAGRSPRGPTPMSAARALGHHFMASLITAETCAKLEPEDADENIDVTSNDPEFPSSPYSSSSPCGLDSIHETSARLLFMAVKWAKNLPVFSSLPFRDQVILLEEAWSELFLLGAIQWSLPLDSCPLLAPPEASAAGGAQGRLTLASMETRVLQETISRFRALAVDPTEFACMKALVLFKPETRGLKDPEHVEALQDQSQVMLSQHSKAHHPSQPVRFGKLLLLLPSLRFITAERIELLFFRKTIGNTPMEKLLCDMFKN
Peg3 prom inh = inhibitors of Peg3 promoter | HeLa PEG-Prom luciferase reporter, luminescence, overnight | inhibition, % at 20 µM | hit rate 1.7% among 360,000;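 active means inhibition of at least 50% at 20 µM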
Shn3 inh set2 = inhibitors of Schnurri-3 3'UTR reporter in osteoblasts; Clone20 osteoblast Shn3 3'UTR firefly luciferase, 24 h; inhibition, % at 12.5 µM; hit rate 0.52% among 360,000;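 active means mean inhibition of at least 75% with every replicate also reaching 75%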;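 further: 0% = median of neutral control wells and 100% = pilot-screen positive control compound; some compounds past the cut are filed as inactive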
PDI turbidity = blocks human protein disulfide isomerase activity; inhibition, % at 10 µM; hit rate 0.052% among 350,000; P07237; AID 588391; PDI insulin aggregation turbidity, A650, 90 min;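 active means mean inhibition across replicates of 30% or more, whatever share of single replicates reach that level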;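 further: absorbance from insulin aggregation driven by PDI reduction with DTT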
iPSC survival up = hiPSC single-cell survival enhancement; survival enhancement, % at 20 µM; hit rate 0.044% among 360,000; ATPlite luminescence; 100% = ROCK inhibitor wells, 0% = DMSO; in the data active means survival enhancement above about 18%;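 further: cells exposed to compounds for 16 hours before the ATP read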
CaV13 ICDI inh = Disruptors of the CACNA1D IQ motif to Ca2+-dependent inactivation inhibitor domain association, primary screening, Förster resonance energy transfer in intact living …; hit rate 0.098% among 340,000; HEK cells, CFP/YFP FRET ICDI-IQ, plate reader, 10 min; percent FRET-ratio fall versus neutral wells; inhibition, % at 12.3 µM;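 active means mean replicate inhibition of at least 30% and at least 1% of replicates passing that level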;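 further: 0% = median of the neutral control wells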
NR2E3 ag-2 = activates human photoreceptor nuclear receptor NR2E3; inhibition of corepressor binding, % at 4.78 µM; hit rate 0.12% among 320,000; Q9Y5X4; GST-NR2E3/biotin-RetCOR TR-FRET, 1536-well; AID 2300;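 active means percent inhibition above the cutoff of mean plus 3 SD of all tested compounds, set per screening campaign, cut at about 20% in these data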;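 further: 0% = DMSO wells and 100% = biotin wells as full block of FRET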
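Material: NR2E3–RetCOR corepressor complex | Quantity: 1.35 nM GST-tagged NR2E3 final | Schedule: 5 h at 4 °C | Replication: Singlicate compound wells | Reagent: RetCOR corepressor, biotinylated, 7 nM | Controls: Biotin wells as high control, 0.6% DMSO wells as low control | Signal: TR-FRET, Eu(K)-anti-GST donor, streptavidin-D2 acceptor, ex 340, em 617/671 nm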
The depositor's hits bear a star.

C=CCn1c(SCC(=O)NC(=O)c2cccc([N+](=O)[O-])c2)nnc1-c1ccccc1 was read as m5-HT2A agonist 8, HIF-2a block 7, Cardio protect 7, MITF TRPM1 inh 0, NR2E3 ag-1 3, Peg3 prom inh 10, Shn3 inh set2 -5, PDI turbidity 0, iPSC survival up -2.8, CaV13 ICDI inh -6 and NR2E3 ag-2 0.
Screening Cc1cc(C(=O)CSc2nc3ccccc3o2)c(C)n1C1CC1 returned m5-HT2A agonist -5, HIF-2a block -293, Cardio protect -8, MITF TRPM1 inh -44, NR2E3 ag-1 -175, Peg3 prom inh -279, Shn3 inh set2 -65, PDI turbidity 1, iPSC survival up 1.4, CaV13 ICDI inh -4 and NR2E3 ag-2 2.
`CCN(CC(=O)Nc1ccc2c(c1)OCCO2)CC(=O)Nc1ccc(C)c([N+](=O)[O-])c1` gave m5-HT2A agonist 0, HIF-2a block -26, Cardio protect -2, MITF TRPM1 inh -7, NR2E3 ag-1 22, Peg3 prom inh -9, Shn3 inh set2 7, PDI turbidity 6, iPSC survival up 6.4 and CaV13 ICDI inh -6.
`Nc1nonc1-n1nnc(C(=O)N/N=C/c2ccc(Cl)cc2)c1-c1ccc2c(c1)OCO2` gave m5-HT2A agonist 7, HIF-2a block 5, Cardio protect -5, MITF TRPM1 inh -5, NR2E3 ag-1 -17, Peg3 prom inh 11, Shn3 inh set2 10, PDI turbidity -2, iPSC survival up 0.3, CaV13 ICDI inh -14 and NR2E3 ag-2 2.
Screening C=CCNC(=O)c1ccc(C2SCC(=O)N2Cc2ccco2)cc1 (centres undefined) returned m5-HT2A agonist 1, HIF-2a block 4, Cardio protect -1, MITF TRPM1 inh 15, NR2E3 ag-1 -20, Peg3 prom inh -4, Shn3 inh set2 3, PDI turbidity -1, iPSC survival up 0.2, CaV13 ICDI inh -7 and NR2E3 ag-2 2.
For COc1ccc(CCNC(=O)C(=O)NCC2OCCN2S(=O)(=O)c2ccc(OC)c(OC)c2)cc1OC (centres undefined) the results were m5-HT2A agonist 2, HIF-2a block -7, Cardio protect 8, NR2E3 ag-1 -35, Peg3 prom inh 5, Shn3 inh set2 10, iPSC survival up 1.7, CaV13 ICDI inh -3 and NR2E3 ag-2 4.
COc1ccc(OC)c(NC(=O)CSc2nc3n[nH]c(C)c3c(=N)n2-c2cccc(Cl)c2C)c1 was read as m5-HT2A agonist -4, HIF-2a block 12, Cardio protect -10, MITF TRPM1 inh -15, NR2E3 ag-1 28, Peg3 prom inh 24, Shn3 inh set2 27, PDI turbidity 0, iPSC survival up -0.2, CaV13 ICDI inh -3 and NR2E3 ag-2 -1.
Screening COc1ccc(NC(=O)CN(c2ccccc2OC)S(=O)(=O)c2cccs2)cc1Cl returned m5-HT2A agonist -3, HIF-2a block 19, Cardio protect -1, MITF TRPM1 inh 13, NR2E3 ag-1 2, Peg3 prom inh 41, Shn3 inh set2 24, PDI turbidity 11, iPSC survival up -1.4 and CaV13 ICDI inh -6.
Screening Cc1csc(CNc2ncnc3ccc(-c4cccnc4)cc23)c1 returned m5-HT2A agonist 5, HIF-2a block 24, Cardio protect 3, MITF TRPM1 inh 2, NR2E3 ag-1 -5, Peg3 prom inh 19, Shn3 inh set2 32, PDI turbidity 0, iPSC survival up -1.7 and CaV13 ICDI inh -5.
OCC[C@@H]1C[C@H](O)[C@@H](O)[C@]2(OCCc3cc(C(F)(F)F)ccc32)O1 was read as m5-HT2A agonist -2, HIF-2a block 12, Cardio protect -1, NR2E3 ag-1 4, Peg3 prom inh 3, Shn3 inh set2 -7, PDI turbidity -2, iPSC survival up 4.1 and CaV13 ICDI inh -5.
`Cn1c(=O)c([N+](=O)[O-])c(NC2CCS(=O)(=O)C2)c2ccccc21` (centres undefined) gave m5-HT2A agonist 5, HIF-2a block 10, Cardio protect 9, MITF TRPM1 inh 4, NR2E3 ag-1 -1, Peg3 prom inh 11, Shn3 inh set2 12, PDI turbidity -3, iPSC survival up 0.8, CaV13 ICDI inh 3 and NR2E3 ag-2 -2.
`C[C@@H]1CN([C@H](C)CO)C(=O)CCCn2nncc2CO[C@H]1CN(C)S(=O)(=O)c1ccccc1F` gave m5-HT2A agonist 1, HIF-2a block 1, Cardio protect -6, NR2E3 ag-1 -19, Peg3 prom inh -9, Shn3 inh set2 -2, PDI turbidity 1, iPSC survival up 1.9 and CaV13 ICDI inh -3.
Screening CN1CCN(c2ccc(CNS(=O)(=O)c3cccc(F)c3)cc2)CC1 returned m5-HT2A agonist -1, HIF-2a block 13, Cardio protect 7, MITF TRPM1 inh -1, NR2E3 ag-1 -1, Peg3 prom inh 11, Shn3 inh set2 17, PDI turbidity -5, iPSC survival up -0.3, CaV13 ICDI inh -21 and NR2E3 ag-2 -4.
For CC(=O)Nc1cccc(OCCCOc2cccc([N+](=O)[O-])c2)c1 the results were m5-HT2A agonist -5, HIF-2a block -100, Cardio protect -4, MITF TRPM1 inh -9, NR2E3 ag-1 -31, Peg3 prom inh -46, Shn3 inh set2 4, PDI turbidity -3, iPSC survival up 3.1 and CaV13 ICDI inh -10.
COc1ccc([N+](=O)[O-])cc1N(CC1CO1)S(=O)(=O)c1ccc(C)cc1 (centres undefined) was read as m5-HT2A agonist -2, HIF-2a block 6, Cardio protect -15, MITF TRPM1 inh 9, NR2E3 ag-1 -19, Peg3 prom inh 9, Shn3 inh set2 13, PDI turbidity 0, iPSC survival up -3.8, CaV13 ICDI inh -4 and NR2E3 ag-2 3.
For CCCOc1ccc(CSc2ncn[nH]2)cc1 the results were m5-HT2A agonist -3, HIF-2a block -88, Cardio protect -16, MITF TRPM1 inh -26, NR2E3 ag-1 -34, Peg3 prom inh -102, Shn3 inh set2 -39, PDI turbidity 3, iPSC survival up -2.4, CaV13 ICDI inh -16 and NR2E3 ag-2 1.
CCC1CCCCN1S(=O)(=O)c1c(C)n(C)c(=O)n(C)c1=O (centres undefined) was read as m5-HT2A agonist -1, HIF-2a block 4, Cardio protect 5, MITF TRPM1 inh 7, NR2E3 ag-1 3, Peg3 prom inh 8, Shn3 inh set2 -13, PDI turbidity 5, iPSC survival up 0.0, CaV13 ICDI inh -3 and NR2E3 ag-2 -1.
CC1(C)CCCN(C(=O)c2ccc3c(c2NCCO)C(=O)c2ccccc2C3=O)C1 was read as m5-HT2A agonist -3, HIF-2a block 40*, Cardio protect -4, MITF TRPM1 inh 16, NR2E3 ag-1 -13, Peg3 prom inh 23, Shn3 inh set2 2, PDI turbidity -3, iPSC survival up -1.4, CaV13 ICDI inh -12 and NR2E3 ag-2 0.
`COc1cccc(C(=O)NNS(=O)(=O)c2ccc(F)cc2)c1` gave m5-HT2A agonist 4, HIF-2a block 8, Cardio protect 4, MITF TRPM1 inh -4, NR2E3 ag-1 -19, Peg3 prom inh 7, Shn3 inh set2 -2, PDI turbidity -6, iPSC survival up -0.5, CaV13 ICDI inh -3 and NR2E3 ag-2 0.
Cc1nnc(N2C(=O)C(O)=C(C(=O)c3ccco3)C2c2ccc(F)cc2)s1 (centres undefined) was read as m5-HT2A agonist 2, HIF-2a block 11, Cardio protect 16, MITF TRPM1 inh -1, NR2E3 ag-1 8, Peg3 prom inh 12, Shn3 inh set2 -4, PDI turbidity -9, iPSC survival up -3.7, CaV13 ICDI inh 19 and NR2E3 ag-2 6.
CC1CCCCC12NC(=O)N(CC(=O)N1CCN(C(=O)c3cccs3)CC1)C2=O (centres undefined) was read as m5-HT2A agonist 4, HIF-2a block 9, Cardio protect -6, NR2E3 ag-1 -27, Peg3 prom inh 19, Shn3 inh set2 -24, PDI turbidity 1, iPSC survival up 0.3, CaV13 ICDI inh -6 and NR2E3 ag-2 0.
`COc1cccc(NC(=O)C2(C)CCCN2C(=O)C(C)C)c1` (centres undefined) gave m5-HT2A agonist 8, HIF-2a block 1, Cardio protect 5, NR2E3 ag-1 -9, Peg3 prom inh -1, Shn3 inh set2 -7, PDI turbidity -24, iPSC survival up -0.3 and CaV13 ICDI inh -11.
CS(=O)(=O)c1ccc(Cl)c(NC(=O)COC(=O)c2ccc(S(=O)(=O)N3CCCC3)cc2)c1 was read as m5-HT2A agonist 0, HIF-2a block 17, Cardio protect 3, MITF TRPM1 inh 5, NR2E3 ag-1 -3, Peg3 prom inh -6, Shn3 inh set2 -9, PDI turbidity -4, iPSC survival up -0.5 and CaV13 ICDI inh -6.
Cc1cccc(Oc2ccccc2NC(=O)CN2C(=O)NC3(CCCC3)C2=O)c1 was read as m5-HT2A agonist -4, HIF-2a block 14, Cardio protect 1, MITF TRPM1 inh 8, NR2E3 ag-1 -23, Peg3 prom inh 13, Shn3 inh set2 -3, PDI turbidity -1, iPSC survival up -0.2, CaV13 ICDI inh -6 and NR2E3 ag-2 -2.
Clc1ccc(N=c2ssnc2Cl)nc1 was read as m5-HT2A agonist 0, HIF-2a block 20, Cardio protect -6, MITF TRPM1 inh 21, NR2E3 ag-1 -16, Peg3 prom inh 26, Shn3 inh set2 17, PDI turbidity -2, iPSC survival up -0.8, CaV13 ICDI inh -19 and NR2E3 ag-2 -4.
Screening CCN(CC)S(=O)(=O)c1ccc(/C=C/C(=O)OCC(=O)Nc2cccnc2Cl)cc1 returned m5-HT2A agonist 0, HIF-2a block 3, Cardio protect 11, MITF TRPM1 inh 6, NR2E3 ag-1 -10, Peg3 prom inh 8, Shn3 inh set2 3, PDI turbidity 4, iPSC survival up -0.2, CaV13 ICDI inh -2 and NR2E3 ag-2 -1.
For CCOc1ccc(NC(=O)COC(=O)CNC(=O)c2ccc(-c3ccccc3)cc2)cc1 the results were m5-HT2A agonist 0, HIF-2a block -59, Cardio protect -3, MITF TRPM1 inh -18, NR2E3 ag-1 -14, Peg3 prom inh -28, Shn3 inh set2 -15, PDI turbidity 1, iPSC survival up 0.5, CaV13 ICDI inh -6 and NR2E3 ag-2 4.
`COc1cc(C(=O)Nc2nc(-c3ccc(F)cc3)cs2)ccc1OCC(=O)N1CCOCC1` gave m5-HT2A agonist -2, HIF-2a block -66, Cardio protect 8, MITF TRPM1 inh 19, NR2E3 ag-1 -15, Peg3 prom inh 44, Shn3 inh set2 5, PDI turbidity -1, iPSC survival up -1.9, CaV13 ICDI inh 1 and NR2E3 ag-2 1.
Screening O=C(c1ccsc1)N1CCCC(Nc2ccc(F)c(F)c2)C1 (centres undefined) returned m5-HT2A agonist -1, HIF-2a block 3, Cardio protect 0, MITF TRPM1 inh -17, NR2E3 ag-1 -11, Peg3 prom inh -5, Shn3 inh set2 -1, PDI turbidity -6, iPSC survival up 0.9, CaV13 ICDI inh -6 and NR2E3 ag-2 7.
For CCOc1cc2[nH]c(=S)n(Cc3ccc(C)o3)c(=O)c2cc1OCC the results were m5-HT2A agonist -3, HIF-2a block 2, Cardio protect 1, MITF TRPM1 inh 1, NR2E3 ag-1 -5, Peg3 prom inh 27, Shn3 inh set2 12, PDI turbidity 1, iPSC survival up 7.5, CaV13 ICDI inh -6 and NR2E3 ag-2 2.
